Screening results: PubChem, several laboratories
OPRM1-OPRD1 ag – OPRM1-OPRD1 heterodimerization agonism; P35372+P41143; cells, luminescence; activation, % at 9.3 µM; hit rate 0.3% among 340,000; in the data active = activation above about 18%;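 note: 0% = vehicle-treated cells and 100% = reference agonist; values of inactives mirror those of a sister screen read the other way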
phage Ecoli inh – E. coli growth loss with phage present; hit rate 0.26% among 360,000; growth absorbance; AID 651602; inhibition, % at 11.9 µM; in the data active = inhibition above about 11%
HTR5A ag ctr – HTR5A agonism, opioid heterodimer counter-screen; HTR5A agonist assay, luminescence, cell-based; activation, % at 9.3 µM; hit rate 0.61% among 340,000; AID 504692; in the data active = activation mostly above about 9.5%, no sharp cut-off; inactive = mostly below about 7.6%;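 note: 0% = cells with vehicle only and 100% = reference agonist; strong numbers were not always called active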
Target sequence (P47898 whole entry, looked up): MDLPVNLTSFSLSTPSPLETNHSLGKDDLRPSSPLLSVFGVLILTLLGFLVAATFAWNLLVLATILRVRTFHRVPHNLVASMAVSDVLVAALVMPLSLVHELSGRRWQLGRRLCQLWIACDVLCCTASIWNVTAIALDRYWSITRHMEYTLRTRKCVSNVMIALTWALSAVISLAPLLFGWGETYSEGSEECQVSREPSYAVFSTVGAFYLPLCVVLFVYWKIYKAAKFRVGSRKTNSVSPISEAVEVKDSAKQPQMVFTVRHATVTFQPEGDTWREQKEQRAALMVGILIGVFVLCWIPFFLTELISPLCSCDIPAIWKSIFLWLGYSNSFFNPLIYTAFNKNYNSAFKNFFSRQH
OPRM1-OPRD1 inv – inverse agonists of human mu-delta opioid receptor heterodimerization | P35372+P41143 | inhibition, % at 9.3 µM | cell-based MOR-DOR heterodimer luminescence, inverse agonism | hit rate 0.21% among 340,000 | AID 504357; in the data active = inhibition above about 22%, passing the limit was not always enough;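 note: 0% = cells with DMSO and 100% = wells without cells with DMSO; values of inactives mirror those of a sister screen read the other way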
Ecoli viability – counter-screen for AddAB inhibitors: E. coli growth inhibition; E. coli V3065 growth, OD600 absorbance, 18 h; inhibition, % at 11.9 µM; hit rate 0.27% among 330,000; AID 449728;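 active = inhibition above the campaign's mean inhibition across all tested compounds plus 3 SD, cut at about 9.9% in these data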;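 note: uninfected addAB+ strain grown without phage in ampicillin broth; 0% = DMSO wells and 100% = ciprofloxacin 0.95 µg/ml wells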
PKA-R1A activ – PKA-R1A complex activation; hit rate 0.083% among 340,000; AID 504707; P00514+P68181; activation, % at 11.4 µM; PKA-R1A dissociation, Cy5-IP20 fluorescence polarization; scaled: DMSO 0%, 113 µM cGMP 100%;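 active = percent activation above the mean of all tested compounds plus 3 SD, cut at about 19% in these data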;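 note: higher means more PKAc released from R1A so a rise in polarization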
AddAB inh – less growth of phage-infected E. coli with AddAB; E. coli expressing H. pylori AddAB, absorbance growth; inhibition, % at 11.9 µM; hit rate 0.29% among 330,000; AID 435030; in the data active = inhibition above about 12%;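 note: 0% = vehicle wells of infected cells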
Mot1-301 SUMO – SUMOylation pathway inhibition by Mot1-301 growth rescue. S. cerevisiae Mot1-301 growth rescue, ATP luminescence, 38.5C; percent above DMSO median, 100 means doubled. growth rescue, % at 18.8 µM. hit rate 1% among 320,000. AID 2716;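 active = every valid replicate shows activation above 250% relative to neutral control wells; inactive = the rest, any valid replicate at or below 250%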;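 note: OY570 slx delta 5 strain wells were the positive control but not used for scaling; some compounds called inactive have numbers as strong as hits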
PfHsp90 yeast 2 – reduces growth (ATP signal) of yeast expressing P. falciparum Hsp90. S. cerevisiae expressing PfHsp90, BacTiter-Glo ATP, 48 h; yeast lacking PDR1 and PDR3 efflux regulators. inhibition, % at 9.4 µM. hit rate 0.32% among 310,000. AID 504621;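 active = every replicate shows inhibition above about 80%, whatever the replicate mean, limit read from the data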;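 note: 0% = DMSO neutral controls and 100% = 20 µM radicicol positive controls; yeast relying on Plasmodium falciparum Hsp90 in place of its own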
DSG3 Ab inh – inhibitors of pemphigus antibody binding to human desmoglein-3. DSG3-coupled beads, scFv-anti-DSG3-GFP binding, flow cytometry; hits give low values. binding (percent of control), % at 10 µM. hit rate 0.48% among 310,000. AID 588358;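 active = binding more than 3 SD below its plate's average and above zero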;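 note: hits lower antibody fragment binding to DSG3; some compounds called inactive have numbers as strong as hits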
HTR5A inv ag – HTR5A inverse agonism, opioid heterodimer counter-screen. P47898. HTR5A cell line, luminescence. inhibition, % at 9.3 µM. hit rate 0.083% among 340,000; in the data active = inhibition mostly above about 23%, no sharp cut-off; inactive = mostly below about 18%;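 note: 0% = cells with DMSO and 100% = no-cell wells with DMSO; some compounds called inactive have numbers as strong as hits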
* marks the source's active call; other numbers are inactive results; . = no result given. Compounds as they come; any-hit rate near 3.2%.

SMILES	OPRM1-OPRD1 ag	phage Ecoli inh	HTR5A ag ctr	OPRM1-OPRD1 inv	Ecoli viability	PKA-R1A activ	AddAB inh	Mot1-301 SUMO	PfHsp90 yeast 2	DSG3 Ab inh	HTR5A inv ag
CCCCN1C(=N)N([C@@H](CN2CCC[C@H]2CN2C(N)=NC[C@@H]2Cc2ccccc2)C(C)C)C[C@H]1Cc1ccccc1	-3.3	1.6	-1	18	0.7	0	0.9	-14	-17	106	-8
O=C1CSC(c2ccccc2[N+](=O)[O-])N1c1ccc(O)cc1 (stereo not given)	0.5	3.1	1	-3	1.5	-7	1.1	12	-2	103	-3
CS(=O)(=O)Nc1cccc(-c2cn3c(n2)SCC3)c1	-2.8	0.0	2	15	1.2	-9	1.5	-6	2	.	-6
O=S(=O)(c1ccc(C2CCCCC2)cc1)N1CCOCC1	1.4	1.2	0	-7	-2.1	8	0.4	-19	26	106	0
CCC(=O)N/N=C(\C)CC(=O)Nc1ccc(Cl)cc1	-2.6	1.5	3	14	0.9	-6	5.2	12	-22	103	-10
Cn1nnnc1SCc1csc(C2C(C#N)=C(N)OC3=C2C(=O)CCC3)c1 (stereo not given)	-2.7	-2.1	-3	13	-1.2	-14	0.8	-13	.	114	7
COc1cc(/C=C\C(=O)OCn2nnc3ccccc3c2=O)cc(OC)c1OC	-1.6	3.1	-4	9	-2.5	-3	2.0	-16	-13	164	-27
O=C(O)CC1(CC(=O)NCc2ccc(Cl)cc2)CCCCC1	-3.1	0.7	-1	15	1.0	-7	0.3	-15	-13	97	4
O=C(CSc1nc2ncc(Cl)cc2[nH]1)Nc1cccc(F)c1	0.1	12*	1	-1	5.3	0	5.8	7	-10	99	-5
O=C(c1ccccc1)c1ccccc1C(=O)N1CCN(Cc2ccccc2F)CC1	-0.9	3.2	2	6	.	-7	.	.	.	101	15
O=c1c2c3c(sc2ncn1/N=C/c1ccncc1)CCCC3	-0.9	1.9	0	4	-2.2	-3	-2.1	-23	10	97	0
CC(C)N(Cc1ccccc1)C(=S)NC1CCCCC1	0.0	1.9	1	0	0.7	1	1.6	1	-5	101	-9
COc1ccc(CCNC(=O)C(=O)NCc2ccccc2C)cc1OC	0.6	0.6	1	-3	1.5	-8	0.9	2	-1	99	-3
CCN1C(=NCc2cccc(Cl)c2)N[C@@H](c2cccc(F)c2)C(C(=O)OC)=C1C	-0.4	2.6	2	2	2.4	4	5.3	773*	7	102	-7
CC(=O)NC(C)c1nc2ccccc2n1Cc1ccccc1F (stereo not given)	1.9	-0.2	3	-11	-0.8	2	2.4	47	14	.	-7
O=C(Nc1nnc(-c2ccc3c(c2)CCCC3)o1)c1ccc(Cl)cc1Cl	6.8	-0.1	1	-35	4.0	-7	3.6	17	105*	98	-2
CC1CCCC(C)N1C(=O)COC(=O)COc1ccccc1C#N (stereo not given)	-2.8	-1.0	2	11	1.9	-4	1.8	-2	5	.	-5
O=C1c2ccccc2C(O)(c2ccccc2)N1C1CC1 (stereo not given)	-0.8	0.3	-1	4	1.1	14	0.7	3	11	90	-6
O=C(N1CCN(c2ccccn2)CC1)N1c2ccccc2Sc2ccccc21	-0.1	3.2	0	1	-0.1	1	1.2	77	.	97	11
O=C(CCCC(=O)N(CC(=O)NC1CCCCC1)CC1CCCO1)Nc1ccccn1 (stereo not given)	-1.0	-1.4	-4	6	-2.4	-1	0.8	12	-1	104	2
CN(C)c1ccc(NC(=S)NC(=O)/C=C/c2ccco2)cc1	-1.7	4.7	5	8	0.8	-10	5.6	-4	-8	-15	-7
COC(=O)c1cccc(NC(=O)CSc2nnc(COc3ccccc3)n2C)c1	-1.2	0.4	0	7	0.9	-5	-0.8	-7	17	107	0
CC(C)NC(=O)c1ccc2c(c1)N(CC(=O)N1CCOCC1)C(=O)C(C)(C)O2	-2.5	2.0	-5	13	1.1	4	0.2	24	20	100	13
Cc1ccc(/C=N\Nc2nc3ccc(Cl)cc3[nH]2)o1	1.2	-1.6	3	-6	-2.8	2	-2.4	19	15	66	-3
COc1ccc(C(=O)N2CCCCCCC2)cc1OC1CCN(C(C)C)CC1	-0.1	-0.3	1	1	-3.8	1	1.6	3	-8	.	14
CCN(CC(=O)Nc1c(F)cccc1F)C(=O)Cc1ccc2c(c1)OCCO2	-1.3	-1.2	4	5	-0.2	-9	0.2	1	.	100	14
Cc1ccc(-c2nnn(CC(=O)Nc3ccc4nn(-c5ccccc5)nc4c3)n2)o1	1.9	1.9	2	-11	1.0	1	1.9	69	-1	94	0
COc1ccc(C2C3=C(CCCC3=O)Nc3nc(SCc4ccccc4)nn32)cc1OC (stereo not given)	-0.3	0.7	-1	2	-3.0	2	-2.7	-1	.	113	-12
O=C(O)C1[C@H]2C(=O)N(C3CCCC3)C[C@]23C=C[C@H]1O3 (stereo not given in full)	-3.7	-2.4	-2	21	0.1	-7	1.2	-11	-15	99	3
Cc1cccc(NC(=O)C(C)Oc2ccccc2C)n1 (stereo not given)	2.1	0.7	0	-12	1.4	-14	-0.7	26	-18	105	-7
COc1cccc(NC(=O)CSc2nc(O)c(C)c(=O)n2-c2ccc(C)cc2)c1	-1.9	0.1	8	12	-1.6	1	0.0	49	29	101	2
CC(C)(C)C(=O)N1CCN(c2ccnc3cc(Cl)ccc23)CC1	-0.7	-0.7	0	4	0.2	2	0.8	-21	-14	110	1
COc1ccc(NC(=O)C2CCCN(S(=O)(=O)c3c(C)[nH]c(=O)[nH]c3=O)C2)cc1 (stereo not given)	1.9	0.9	-2	-11	-1.0	4	0.1	3	-24	104	10
Nc1ccc(-c2nc(-c3ccccc3)nc3ccccc23)cc1	2.8	2.9	3	-13	-1.4	-3	-2.0	145	-2	106	-10
C[C@H](CO)N1C[C@H](C)[C@@H](CN(C)C(=O)NC2CCCCC2)Oc2ccc(NS(=O)(=O)c3cn(C)cn3)cc2C1=O	-2.2	1.8	6	10	-0.4	0	2.5	16	4	106	-20
O=C(Nc1cccnc1)Nc1cc(Cl)cc(Cl)c1	8.0	9.6	-3	-57	4.4	-5	4.3	-4	8	99	8
O=C(NCc1ccccc1)c1csc2c1CCCC2	0.4	3.7	4	-3	1.3	10	6.1	49	-18	83	-10
O=C(NC1CC1)C(Cc1ccccc1)NS(=O)(=O)c1ccccc1F (stereo not given)	-3.7	-2.5	1	17	3.9	-6	1.6	66	-3	107	-3
CCN1C(=O)/C(=C\c2cccc(OC(=O)c3ccco3)c2)SC1=S	-2.3	-0.1	4	15	-0.4	-8	2.3	321*	4	92	-12
O=C(O)c1cccc(NC(=O)c2ccccc2NC(=O)c2ccccc2F)c1	0.2	0.8	0	-1	-1.7	5	1.1	-7	1	99	-16
NNC(=O)c1cc2ccccc2cc1NS(=O)(=O)c1ccccc1	0.7	-1.2	6	-3	1.9	-6	5.5	10	-5	99	-24
CCn1c(=O)cc(N2CCC3(CC2)OCCO3)[nH]c1=O	-2.8	2.2	3	16	0.3	-5	-5.0	-9	0	106	-1
COc1ccc(C2C3=C(CC(C)(C)CC3=O)Oc3ncn(CCCn4ccnc4)c(=N)c32)cc1 (stereo not given)	-2.4	0.0	-4	14	2.0	-3	1.9	459	4	108	2
O=C(Nc1nnc(-c2ccc(F)cc2)o1)c1cc(Cl)sc1Cl	-1.0	-1.2	5	6	-3.0	3	-3.2	88	80*	140	9
CC(C)C(=O)NC(Nc1cccc2cccnc12)C(Cl)(Cl)Cl (stereo not given)	1.6	2.9	4	-10	1.8	-8	2.2	-20	-5	.	-6
CN(C)CCNC(=O)C1CCN(S(=O)(=O)c2ccc3ccccc3c2)CC1	0.9	1.4	-2	-5	-1.7	9	-1.6	4	-17	111	9
O=C(c1ccccc1Nc1ccc(SC(F)F)cc1)N1CCCCCC1	7.9	-0.1	7	-49	-1.8	-3	2.8	-10	23	.	-11
CCOc1ccnc(OCC)c1Br	-2.8	2.9	0	15	2.7	2	3.5	3	30	97	-4

Among those listed so far, 3 contain two or more sulfur atoms:
SMILES	OPRM1-OPRD1 ag	phage Ecoli inh	HTR5A ag ctr	OPRM1-OPRD1 inv	Ecoli viability	PKA-R1A activ	AddAB inh	Mot1-301 SUMO	PfHsp90 yeast 2	DSG3 Ab inh	HTR5A inv ag
CS(=O)(=O)Nc1cccc(-c2cn3c(n2)SCC3)c1	-2.8	0.0	2	15	1.2	-9	1.5	-6	2	.	-6
Cn1nnnc1SCc1csc(C2C(C#N)=C(N)OC3=C2C(=O)CCC3)c1 (stereo not given)	-2.7	-2.1	-3	13	-1.2	-14	0.8	-13	.	114	7
CCN1C(=O)/C(=C\c2cccc(OC(=O)c3ccco3)c2)SC1=S	-2.3	-0.1	4	15	-0.4	-8	2.3	321*	4	92	-12

Other entries
SMILES	OPRM1-OPRD1 ag	phage Ecoli inh	HTR5A ag ctr	OPRM1-OPRD1 inv	Ecoli viability	PKA-R1A activ	AddAB inh	Mot1-301 SUMO	PfHsp90 yeast 2	DSG3 Ab inh	HTR5A inv ag
COc1cc(CCC(=O)Nc2cc(Cl)ccc2N2CCN(C)CC2)cc(OC)c1OC	0.3	0.7	2	-2	-1.2	-4	0.1	32	11	104	11
CC(Sc1nc2cc(Cl)ccc2s1)C(=O)Nc1ccc2c(c1)OCO2 (stereo not given)	-0.6	2.1	3	4	0.7	-2	1.1	4	-10	91	-2
C[C@@]12CCC3[C@@](CCC4[C@@]3(C)CCC[C@@]4(C)C(=O)Nc3ccc(Cl)cc3)(CC1=O)C2 (stereo not given in full)	0.4	6.0	3	-2	0.1	-14	2.5	79	.	103	3
CC(C)N(C)C1=CC(=O)C(N(C)C(C)C)=CC1=O	4.0	0.2	4	-20	.	-5	.	.	9	.	-14
O=c1ccc(-c2ccc(S(=O)(=O)N3CCCCC3)o2)n[nH]1	-2.0	-1.8	-7	10	3.3	-2	0.9	15	-3	97	-1
O=C(COc1ccc2c3c(c(=O)oc2c1)CCC3)NCc1ccccn1	-2.8	0.8	-2	15	0.5	-6	3.6	13	11	.	-17
O=C1OC(N2CCN(C/C=C/c3ccccc3)CC2)c2ccccc21 (stereo not given)	-2.4	3.4	1	14	0.3	1	0.9	1	19	.	0
CCCCN(CCCC)C(=O)c1cn(CC)c2cc(N3CCN(C)CC3)c(F)cc2c1=O	-4.5	98*	1	21	101*	3	102*	-1	1	.	-2
COc1cc(C(=O)OCC(=O)NCCC2=CCCCC2)cc(OC)c1OC	-3.2	2.5	3	17	.	0	.	.	.	104	-7
CCOC(=O)C1CCN(C(=O)c2ccc(OCC(=O)Nc3cccc(C(F)(F)F)c3)cc2)CC1	1.1	1.7	1	-6	-0.3	-6	2.8	8	8	107	-2
Cn1c(=O)c2c(nc(CN3CCN(Cc4ccccc4)CC3)n2Cc2cccc(Cl)c2)n(C)c1=O	0.1	0.9	6	-1	1.2	-3	-2.7	-2	10	98	-19
CC(C(=O)NCC1(c2ccccc2)CCCC1)N1CCCC1 (stereo not given)	-0.6	1.1	3	3	-0.4	2	2.5	-30	-6	97	8
COc1ccc(CCNC(=O)c2ccc(CNS(=O)(=O)c3ccccc3)cc2)cc1OC	-1.9	0.4	-4	10	-1.1	-7	-0.4	-13	-1	96	12
